Screens from PubChem BioAssay.
RECQ1 inh – RECQ1 (human) helicase inhibition. 240,000 tested, 0.54% active. AID 2549. Potency, µM (titrated, usually from 57.3 µM), without a hit: at the top dose activity, negative = inhibition, actives largely listed as inhibitors. P46063. RECQ1 DNA unwinding, red fluorescence kinetic read;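 also: plate controls were vehicle for no effect and no enzyme for full effect; nearly all actives have a fitted effect of over 30% in size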
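RECQ1T1 50 nM; forked duplex (20 bp + 30-nt ss tails) 200 nM, ATP 2 mM final; pH 8.0, 2 mM MgCl2, 2.5 ug/ml poly(dI-dC); 15 min compound preincubation; discontinuous kinetic read over 2 h at RT.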
Luc counter – counter-screen: inhibitors of Kinase-Glo firefly luciferase; Kinase-Glo luciferase, ATP luminescence, 8 min; Potency, µM (top dose mostly 38.3 µM), for the others: top-dose activity change, negative = inhibition, hits mostly inhibitors; 200,000 tested, 0.28% active; AID 1379; also: % is scaled to controls: 0 for no effect and ±100 for the full control effect; nearly all actives have a fitted effect of over 60% in size
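Kinase-Glo luciferase light output from ATP and luciferin was measured with 10 uM ATP, within the enzyme's linear range. Buffer: 50 mM imidazole pH 7.2, 50 mM KCl, 7 mM MgCl2, 0.01% Tween 20, 0.05% BSA; luminescence read after 8 min at ambient temperature.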
Tau fibril ThT – inhibitors of human tau fibril formation, thioflavin T binding. P10636. recombinant tau K18 P301L (four-repeat tau fragment), heparin-induced fibrillization, ThT fluorescence. Potency, µM (highest dose often 57.4 µM), inactives show top-dose activity, negative = inhibition, actives largely listed as inhibitors. 270,000 tested, 2.1% active. AID 1460; also: % is scaled to controls: 0 for no effect and ±100 for the full control effect; nearly all actives have a fitted effect of over 55% in size
Target sequence (P10636 561-689 P618L limits assumed): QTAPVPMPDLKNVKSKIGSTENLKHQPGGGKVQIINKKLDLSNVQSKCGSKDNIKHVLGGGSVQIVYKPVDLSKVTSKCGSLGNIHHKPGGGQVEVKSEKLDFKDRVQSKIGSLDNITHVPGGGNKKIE
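Heparin-induced fibrillization of the P301L-mutant K18 repeat-domain fragment of human tau was followed by ThT binding in quantitative high-throughput format.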
SMN2 splice up – enhancers of SMN2 splice variant expression | 210,000 tested, 2.8% active | AID 1458 | HEK293 SMN2-luciferase splicing reporter, luminescence, 30-36 h | Potency, µM (highest dose often 46.1 µM), for inactives: at the top dose activity change, positive = activation, hits mostly activators; also: % of control where 0% means no effect; nearly all actives have a fitted effect of over 55% in size
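qHTS luciferase splicing reporter: luminescence rises when SMN2 exon 7 is included in transfected HEK293 cells. Compound exposure lasted 30-36 h at 37C, with 4.5 mM final sodium butyrate as control, followed by a ONE-Glo read.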
L3MBTL1 block – inhibitors of human L3MBTL1. Q9Y468. AlphaScreen L3MBTL1–H3K9me1 peptide binding. Potency, µM (highest dose often 57.1 µM), without a hit: at the highest dose activity, negative = inhibition, usual class: inhibitors. 230,000 tested, 0.66% active; also: % is scaled to controls: 0 for no effect and ±100 for the full control effect; nearly all actives have a fitted effect of over 60% in size
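Displacement of a biotinylated histone H3(1-15) peptide monomethylated at Lys9 (75 nM) from L3MBTL1 (50 nM) was measured by AlphaScreen after a 30 min room-temperature compound incubation; cefsulodin titration served as intraplate control.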
LMNA splice mod – changes lamin A minigene splicing in HeLa cells | HeLa LMNA splicing GFP/RFP minigene ratio, 48 h | Potency, µM (top dose mostly 46.1 µM), inactives show at the top dose ratio change, negative = inhibition, actives largely listed as inhibitors | 200,000 tested, 0.01% active | AID 1487; active = well fitted inhibition curve with a large enough effect in the signal ratio, with a control signal flat, not every such curve was filed as active; inconclusive = small, poorly fitted or top-dose-only effect, or effect the other way, or a change in a side signal; the % refers to the signal ratio; also: % is scaled to controls: 0 for no effect and ±100 for the full control effect
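Read-out is the ratio of GFP to DsRed2 object intensity, acquired by 488 nm laser-scanning cytometry on HeLa lamin A-EGFP minigene reporter cells. Compound incubation 48 hrs at 37 °C in Opti-MEM with 2% FBS; DMSO 0.5% final.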
KDM4E inh – inhibitors of human JMJD2E histone demethylase | B2RXH2 | JMJD2E catalytic domain, FDH-coupled NADH fluorescence (FDH is formaldehyde dehydrogenase) | Potency, µM (series often up to 57.1 µM), for the others: top-dose activity change, negative = inhibition, actives largely listed as inhibitors | 230,000 tested, 1.6% active; active = well fitted inhibition curve with a large enough effect, not every such curve was filed as active; inconclusive = small, poorly fitted or top-dose-only effect, or another doubt; inactive = no such curve, though single readings can be large or run the other way;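 also: 0% = wells with enzyme and -100% = buffer wells without enzyme; nearly all actives have a fitted effect of over 50% in size; many of its hits are not listed in these tables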
Target sequence (B2RXH2 1-337 limits assumed): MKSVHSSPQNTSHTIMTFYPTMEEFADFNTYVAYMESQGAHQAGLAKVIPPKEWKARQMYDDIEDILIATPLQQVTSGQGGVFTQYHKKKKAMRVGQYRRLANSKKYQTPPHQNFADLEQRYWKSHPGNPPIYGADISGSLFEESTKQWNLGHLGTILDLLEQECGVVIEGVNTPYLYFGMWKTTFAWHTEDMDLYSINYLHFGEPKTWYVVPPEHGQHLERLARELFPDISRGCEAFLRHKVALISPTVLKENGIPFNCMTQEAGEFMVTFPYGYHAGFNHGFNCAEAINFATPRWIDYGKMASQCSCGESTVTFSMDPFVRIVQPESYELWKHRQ
ALDH1A1 inh – ALDH1A1 (human) enzyme inhibition | Purified ALDH1A1, NADH fluorescence, propionaldehyde substrate | P00352 | Potency, µM (titrated, usually from 75.3 µM), for inactives: at the highest dose activity, negative = inhibition, usual class: inhibitors | 220,000 tested, 7.3% active; active = well fitted inhibition curve with a large enough effect, not every such curve was filed as active; inconclusive = small, poorly fitted or top-dose-only effect, or another doubt; inactive = no such curve, though single readings can be large or run the other way;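 also: plate controls were no enzyme wells and a reference inhibitor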
Target sequence (P00352 whole entry, looked up): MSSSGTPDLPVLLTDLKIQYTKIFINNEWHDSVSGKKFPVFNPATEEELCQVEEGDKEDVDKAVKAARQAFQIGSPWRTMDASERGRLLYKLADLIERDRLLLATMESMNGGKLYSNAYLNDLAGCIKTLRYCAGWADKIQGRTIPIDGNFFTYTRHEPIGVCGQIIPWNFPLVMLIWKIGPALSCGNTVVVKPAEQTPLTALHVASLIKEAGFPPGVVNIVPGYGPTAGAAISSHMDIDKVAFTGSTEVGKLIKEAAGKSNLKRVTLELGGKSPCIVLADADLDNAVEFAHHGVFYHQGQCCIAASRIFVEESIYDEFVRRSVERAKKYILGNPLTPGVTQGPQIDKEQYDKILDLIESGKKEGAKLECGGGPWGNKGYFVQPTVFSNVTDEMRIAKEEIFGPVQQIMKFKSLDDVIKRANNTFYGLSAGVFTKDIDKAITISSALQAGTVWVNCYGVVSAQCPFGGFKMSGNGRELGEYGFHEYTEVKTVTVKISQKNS
* hit, by the source's call; i = inactive; ? = inconclusive; . = no result given; [ ] = another dose, or the depositor's remark. Unless noted, calls follow the shape of the dose curve; as a rule, active = well fitted curve in the direction sought with a large enough effect; inconclusive = small, poorly fitted or top-dose-only effect, or another doubt; inactive = no such curve, though single readings can be large; an effect the other way counts as inactive or inconclusive. Potency is read from the fitted curve at half-maximal effect. The list is partial (hit frequency here may not be typical).

SMILES	RECQ1 inh	Luc counter	Tau fibril ThT	SMN2 splice up	L3MBTL1 block	LMNA splice mod	KDM4E inh	ALDH1A1 inh
Cc1ncoc1C(=O)N1CCCC(C(=O)c2ccc(C(F)(F)F)cc2)C1 (stereo not given)	-10%	0%	?	.	-3%	.	4%	16µM*
COC(CNC(=O)C1CCN(C(=O)c2cc3oc(C)cc3n2Cc2c(F)cccc2Cl)CC1)OC	i	.	-13%	.	.	.	?	?
CN(Cc1ccccc1)c1nc2c(c(=O)[nH]c(=O)n2C)n1Cc1ccccc1Cl	-1%	0%	1%	-5%	2%	12%	-1%	?
COc1cccc(CN2CCN(Cc3cccn3-c3cccnc3)CC2CCO)c1 (stereo not given)	-5%	1%	-5%	-4%	-3%	3%[46 µM]	-11%	2%
Cn1c(=O)c(C(=O)CN2CCc3ccccc32)c(N)n(Cc2ccccc2)c1=O	-9%	.	0%	.	3%	-2%	0%	?
Cc1cc(C)cc(N2CCCC2=O)c1	8%	6%	5%	-27%	-21%	-4%	2%	3%
CCCCOC(=O)C1=C(C)NC(=O)NC1c1ccc([N+](=O)[O-])s1 (stereo not given)	i	-2%	-3%	-18%	-5%	-4%	7%	-8%
FC(F)(F)c1cccc(Nc2cc(-c3ccccc3)nc3ncnn23)c1	7%	.	9%	.	2%	.	-3%	.
Cc1c(N2C(=O)/C(=C\c3ccc(N(C)C)cc3)N(C)C2=S)c(=O)n(-c2ccccc2)n1C	28µM*	-5%	14µM*	-14%	-15%	-10%	-1%	4.5µM*
COc1ccc([N+](=O)[O-])cc1N(CC(=O)NCCSc1ccc(C)cc1)S(C)(=O)=O	-5%	-2%	-5%	.	-1%	?	-8%	5%
COc1cc(C2C(C#N)=C(C)NC(C)=C2C#N)cc(OC)c1OC	-16%	4%	-1%	0%	2%	3%	3%	-14%
COc1ccccc1CCN=C(N)NS(=O)(=O)c1cccs1	i	2%	-3%	6%	4%	-7%[46 µM]	-16%	9%
O=[N+]([O-])c1cc(CN2CCCC2)c2cccnc2c1O	?	0%	16µM*	7%	4µM*	-4%	20µM*	-6%
COC(=O)CSc1nc2c(c(C3CC=CCC3)c1C#N)CCC2 (stereo not given)	-7%	8%	-10%	-17%	20%	-1%	?	?
COC(=O)CCCC(=O)NC(C)c1cnn(-c2ccccc2C)c1C (stereo not given)	-11%	-1%	-2%	.	-7%	4%[46 µM]	-4%	8%
O=c1[nH]oc(O)c1-c1ncc(C(F)(F)F)cc1Cl	i	1%	-4%	16%	1%	.	-4%	10%
CCn1c2ccc(C)cc2c2nnc(SCCN3CCOCC3)nc21	5%	-5%	-14%	.	-8%	.	-13%	25µM*
COc1ccc(OC)c(NS(=O)(=O)c2ccc(NC(C)=O)cc2)c1	-10%	-1%	-8%	6%	.	-5%	1%	12%
CCC(=O)Nc1cccc(NC(=S)NC(=O)c2ccccc2Cl)c1	i	-1%	-5%	-5%	1%	-16%	-2%	2%
COC(=O)CC1COc2ccccc2N1C(=O)c1cccc(C(F)(F)F)c1 (stereo not given)	i	-2%	0%	-4%	21%	?	-3%	2%

4 entries from above, with each value named.
Structure: Cc1ncoc1C(=O)N1CCCC(C(=O)c2ccc(C(F)(F)F)cc2)C1 (stereo not given)
- RECQ1 inh: -10%
- Luc counter: 0%
- Tau fibril ThT: ?
- SMN2 splice up: .
- L3MBTL1 block: -3%
- LMNA splice mod: .
- KDM4E inh: 4%
- ALDH1A1 inh: 16µM*

Structure: COC(CNC(=O)C1CCN(C(=O)c2cc3oc(C)cc3n2Cc2c(F)cccc2Cl)CC1)OC
- RECQ1 inh: i
- Luc counter: .
- Tau fibril ThT: -13%
- SMN2 splice up: .
- L3MBTL1 block: .
- LMNA splice mod: .
- KDM4E inh: ?
- ALDH1A1 inh: ?

Structure: CN(Cc1ccccc1)c1nc2c(c(=O)[nH]c(=O)n2C)n1Cc1ccccc1Cl
- RECQ1 inh: -1%
- Luc counter: 0%
- Tau fibril ThT: 1%
- SMN2 splice up: -5%
- L3MBTL1 block: 2%
- LMNA splice mod: 12%
- KDM4E inh: -1%
- ALDH1A1 inh: ?

Structure: COc1cccc(CN2CCN(Cc3cccn3-c3cccnc3)CC2CCO)c1 (stereo not given)
- RECQ1 inh: -5%
- Luc counter: 1%
- Tau fibril ThT: -5%
- SMN2 splice up: -4%
- L3MBTL1 block: -3%
- LMNA splice mod: 3%[46 µM]
- KDM4E inh: -11%
- ALDH1A1 inh: 2%

Carrying on:
SMILES	RECQ1 inh	Luc counter	Tau fibril ThT	SMN2 splice up	L3MBTL1 block	LMNA splice mod	KDM4E inh	ALDH1A1 inh
CC(C)n1c(=O)[nH]c2ccccc21	-14%	9%	-5%	-12%	10%	15%	-3%	12%
O=C(NCc1ccco1)C1CCCN(S(=O)(=O)c2cccc3cccnc23)C1 (stereo not given)	8%	-3%	11%	-30%	-4%	6%	0%	25µM*
C=CCn1c(SCc2ccc3nonc3c2)nnc1-c1cccs1	-12%	0%	-15%	-2%	-4%	6%	-7%	?
Cc1cccc(NC(=O)c2cc(Cl)ccc2[N+](=O)[O-])c1	0%	-2%	-3%	-5%	0%	7%	1%	-3%
NN/C(=C\[N+](=O)[O-])Nc1ccccc1	-13%	-3%	?	8%	?	?	-20%	?
CCOc1ccc(N2C(=O)CC(N3CCN(c4ccccc4F)CC3)C2=O)cc1 (stereo not given)	0%	-1%	-7%	-6%	-7%	3%	-1%	?
Cc1nc(N[C@@H](Cc2ccccc2)C(=O)O)c2oc3ccccc3c2n1	-1%	3%	-8%	17%	2%	1%[0.0737 µM]	-5%	18µM*
O=C(N/N=C/c1cnc(N2CCCCC2)s1)c1ccc(C(F)(F)F)cc1	-3%	.	-16%	.	-1%	.	?	-11%
O=C(COc1ccc(F)cc1)NNC(=O)c1cc2ccccc2oc1=O	-11%	-1%	?	6%	-1%	-1%	?	-5%
COc1ccc(NS(=O)(=O)c2cc(NC(=O)c3ccc(F)cc3)ccc2OC)cc1	2%	1%	12%	-61%[inhibitor]	-13%	?	-6%	-1%
CCn1ncc(C2=NOC(C(=O)NCc3ccc(Cl)cc3)C2)c1C (stereo not given)	-2%	-6%	-4%	-25%	-7%	?	-1%	0%
COCCC(=O)N(Cc1ccc2c(c1)OCO2)C(C(=O)NC1CCCCC1)c1ccncc1 (stereo not given)	1%	1%	-5%	23%	1%	4%	?	-10%
O=C(C1=C[C@H](c2ccc(Br)cc2)C[C@H](OCc2ccc(CO)cc2)O1)N1CCOCC1	i	.	-7%	.	12%	.	0%	-4%
FC(F)(F)c1cccc(NC(=S)NNC(=S)Nc2cccc(C(F)(F)F)c2)c1	-14%	.	28µM*	.	-12%	.	-1%	1.6µM*
CCOC(=O)N1CCN(C(=S)NC(=O)c2cncc(Br)c2)CC1	-1%	-1%	0%	8%	6%	-2%	-6%	?
O=C(O)COn1c(-c2ccc(Cl)cc2)nc2ccc(Cl)cc21	i	5%	8%	16%	9%	-3%[46 µM]	2%	12%
O=C(Nc1ccc(S(=O)(=O)NC2=NCCCCC2)cc1)c1ccco1	11%	2%	5%	-4%	7%	.	4%	-1%
CCOC(=O)c1sc(NC(=O)CSc2nc3c(cc2C#N)CCCCCC3)c(C#N)c1C	-11%	.	-9%	.	-1%	?	5%	?
CC(C(O)C12CC3CC(CC(C3)C1)C2)N1CCCCC1 (stereo not given)	0%	5%	-3%	10%	.	.	1%	-2%
Cc1ccc(C(C[N+](=O)[O-])c2c(C)cc3ccccn23)cc1 (stereo not given)	-10%	0%	?	-1%	-8%	?	25µM*	-3%

By substructure: those above containing a COOH group.
SMILES	RECQ1 inh	Luc counter	Tau fibril ThT	SMN2 splice up	L3MBTL1 block	LMNA splice mod	KDM4E inh	ALDH1A1 inh
Cc1nc(N[C@@H](Cc2ccccc2)C(=O)O)c2oc3ccccc3c2n1	-1%	3%	-8%	17%	2%	1%[0.0737 µM]	-5%	18µM*
O=C(O)COn1c(-c2ccc(Cl)cc2)nc2ccc(Cl)cc21	i	5%	8%	16%	9%	-3%[46 µM]	2%	12%

(further entries)
SMILES	RECQ1 inh	Luc counter	Tau fibril ThT	SMN2 splice up	L3MBTL1 block	LMNA splice mod	KDM4E inh	ALDH1A1 inh
COC(=O)C1=C(C)N=C2SC(C#N)=C(N)N2C1c1cccc(OC)c1 (stereo not given)	-2%	-3%	?	.	.	6%	4%	13µM*
Fc1ccc(-c2ccnc3nc(N4CCOCC4)nn23)cc1	-6%	0%	-7%	27%	4%	4%	?	?
O=[N+]([O-])c1cc(S(=O)(=O)N2CCCCCC2)ccc1F	-12%	-3%	16µM*	18%	-12%	?	-3%	?
O=c1cc(NCc2ccccc2)nc2n1CCCS2	-1%	14%	-3%	-2%	-5%	-9%	12%	-5%
COc1cc(C(=O)O/N=C(\N)c2ccccn2)cc(OC)c1OC	-3%	.	-8%	.	14%	.	4%	.
COc1cccc(OCCn2c(C)c(/C=N/n3cnnc3)c3ccccc32)c1	i	-3%	-7%	-23%	-6%	2%	5%	5%
CCCC(=O)Nc1ccc2nc(SCC(=O)N3CCCC3)sc2c1	i	7%	-9%	.	3%	?	?	2%
CN(C)Cc1ccccc1COc1ccccc1	-4%	-2%	7%	17%	3%	-3%	4%	-13%
CC(C)(CC(=O)O)CC(=O)NCc1c(Cl)cccc1Sc1ccc(Cl)cc1	i	.	-12%	.	9%	?	3%	-1%
CC(NC(=O)COc1cc(=O)n(C)c2ccccc12)c1ccc2c(c1)OCCO2 (stereo not given)	-4%	0%	-7%	-11%	5%	13%	1%	0%
O=[N+]([O-])c1cccc(-c2ccc(SCc3ccccn3)nn2)c1	0%	0%	?	?	2%	.	16%	?
CC(=O)OC1CC2C(C)(C)C(O)CC[C@@]2(C)C2CC[C@@]3(C)C(c4ccoc4)OC(=O)C4O[C@@]43[C@]12C (stereo not given in full)	-9%	0%	-11%	-32%[inhibitor]	.	24%	-9%	-12%
Cc1nn(Cc2ccccc2Cl)c(C)c1NC(=O)/C=C/c1cnn(C)c1	3%	1%	-15%	-4%	5%	11%	1%	8%
O=C(c1cnc2n(c1=O)CCS2)N1CCCc2ccccc21	i	-1%	-1%	-6%	-11%	1%	-5%	-3%
